Cycloheximide cs – Cycloheximide Counterscreen for Small Molecule Inhibitors of Shiga Toxin; cell reporter, cycloheximide protein synthesis inhibition counterscreen; max response, %; hit rate 12% among 300,000; AID 2314, 2010; in the data active means max response mostly above about 13%, no sharp cut-off; inactive means mostly below about 14%; further: read at 38.3 µM for the half of the compounds with a filed dose; 0% is about no effect
Giardia FBPA inh – qHTS Assay for Inhibitors of Fructose-1,6-bisphosphate Aldolase from Giardia Lamblia; A8B2U2; purified Giardia FBPA; Potency, µM (top dose mostly 59.6 µM), inactives show at the highest dose activity, negative = inhibition, usual class: inhibitors; hit rate 0.71% among 290,000; AID 2451, 2010; further: potency means the concentration at half of the fitted maximal effect; on the % scale 0 is the no-effect control and ±100 the full control effect; nearly all actives have a fitted effect of over 55% in size
Target sequence (A8B2U2 whole entry, looked up): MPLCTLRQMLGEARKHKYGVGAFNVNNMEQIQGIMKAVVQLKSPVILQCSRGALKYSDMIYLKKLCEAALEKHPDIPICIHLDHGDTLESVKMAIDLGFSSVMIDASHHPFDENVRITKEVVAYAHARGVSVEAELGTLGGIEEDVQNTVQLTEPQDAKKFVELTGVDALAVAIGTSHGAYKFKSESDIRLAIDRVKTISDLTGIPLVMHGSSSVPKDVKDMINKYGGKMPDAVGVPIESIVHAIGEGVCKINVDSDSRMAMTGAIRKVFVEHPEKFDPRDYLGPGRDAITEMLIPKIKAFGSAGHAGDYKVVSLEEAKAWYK
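40 nM FBPA preincubated 10 min at RT with compound (up to 57.5 uM final), then substrate plus GAPDH/TPI/NAD/arsenate coupling and diaphorase/resazurin added. Fluorescence read after 20 min at RT, 525/598 nm.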
Pf growth 48h – Primary qHTS for delayed death inhibitors of the malarial parasite plastid, 48 hour incubation | P. falciparum luciferase growth in erythrocytes, 48 h | Potency, µM (titrated, usually from 28.7 µM), without a hit: top-dose activity change, negative = inhibition, most hits filed as inhibitors | hit rate 5.9% among 310,000; further: potency means the concentration at half of the fitted maximal effect; on the % scale 0 is the no-effect control and ±100 the full control effect
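Here the parasites carry a stable luciferase gene and grow inside erythrocytes in Albumax-based RPMI medium with compound for one erythrocytic cycle. Activity is scored as loss of luminescent signal.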
Pf growth 96h – Primary qHTS for delayed death inhibitors of the malarial parasite plastid, 96 hour incubation; P. falciparum luciferase reporter growth, 96 h; Potency, µM (highest dose often 28.7 µM), for inactives: top-dose activity change, negative = inhibition, most hits filed as inhibitors; hit rate 6.9% among 320,000; AID 504834, 2011; further: potency means the concentration at half of the fitted maximal effect; on the % scale 0 is the no-effect control and ±100 the full control effect
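Readout is luminescence from an integrated firefly luciferase in P. falciparum. Red cells, 2% hematocrit and 0.05% parasitemia final, were cultured with compound through two parasite generations (96 hours) at 37 C, 5% CO2.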
Shiga inhibitor – A qHTS for Small Molecule Inhibitors of Shiga Toxin; inhibition, % at 38.7 µM; Vero cells, Shiga toxin protein synthesis inhibition reporter; AID 2315, 2010; hit rate 9.2% among 290,000; in the data active means inhibition mostly above about 28%, no sharp cut-off; inactive means mostly below about 43%; further: 0% is about no effect
HCV inh – qHTS Assay for Inhibitors of Hepatitis C Virus (HCV); hit rate 3.4% among 340,000; Huh7.5.1 HCVcc-Cre infection, luciferase reporter, 44 h; Potency, µM (doses to about 41.8 µM), without a hit: top-dose activity change, negative = inhibition, hits mostly inhibitors; further: potency means the concentration at half of the fitted maximal effect; on the % scale 0 is the no-effect control and ±100 the full control effect
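After 44 h co-culture of compound, cells and HCVcc-Cre (~0.5 moi), substrate is added for 15 min at room temperature and luciferase measured over 15 sec. Cells were seeded at 1,000/well and pre-cultured 4 h.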
The depositor's hits bear a star; ? = inconclusive; / = not tested or not shown; & = joins results of further samples; [ ] = another dose, or the depositor's remark. Unless noted, the call rests on the fitted dose curve; in most records, active means well fitted curve in the direction sought with a large enough effect; inconclusive means small, poorly fitted or top-dose-only effect, or another doubt; inactive means no such curve, though single readings can be large; an effect the other way counts as inactive or inconclusive. Hits appear at their usual frequency, and some 24% of all compounds hit somewhere here.

Structure	Cycloheximide cs	Giardia FBPA inh	Pf growth 48h	Pf growth 96h	Shiga inhibitor	HCV inh
CC(O)COc1ccc(/C(=N/O)c2ccccc2)cc1 (stereo unspecified)	1	7%	33%[activator]	-9%	10	22%
O=C1c2cccnc2C(=O)N1Cc1ccc2c(c1)OCO2	3	-3%	1%	24%	-5	14%
CCSc1nnc(NC(=O)CSc2nnc(-c3c[nH]c4ccccc34)n2C)s1	-3	4%	/	-47%	24	29%
Cn1c(NCc2ccco2)nc2ccccc21	12*	0%	60%[activator]	32%[activator]	15	2%
Cc1ccc(S(=O)(=O)N2CCC(=O)N(C(COCc3ccc(Cl)cc3)C(C)C)CC2)cc1 (stereo unspecified)	-4	-2%	?	?	-19	?
CCC(C)n1c(NC(=O)c2ccccc2)c(C#N)c2nc3ccccc3nc21 (stereo unspecified)	-2	?	3.7µM*	2.9µM*	-14	?
COc1ccc(Br)cc1S(=O)(=O)N(CC(=O)N1CCN(C)CC1)c1ccccc1	-3	/	-13%	?	15	-16%
COC(=O)c1ccccc1NC(=O)CNC(=O)c1ccc(OC)c(OC)c1	-1	6%	0%	8%	3	?
CN(Cc1ccco1)C(=O)C(Cc1ccccc1)NS(=O)(=O)c1ccc2c(c1)CCC(=O)N2 (stereo unspecified)	4	4%	/	68%[activator]	13	-6%
COc1ccc2[nH]cc(C3N4CC5(C)CN3CC(C)(C4)C5=O)c2c1 (stereo unspecified)	-1	16%	8%	?	-2	1%
CCCc1oc(C(=O)O)cc1CN1CCCC1	-2	-2%	8%	/	-17	-7%
CCC1Nc2ncnc(N3CCCCC3)c2N(Cc2ccc(Br)cc2)C1=O (stereo unspecified)	/	/	?	?	/	-17%
CN(CCc1cn[nH]c1)Cc1nc(Cc2ccccc2)no1	-2	5%	10%	?	6	1%
Cc1cc(C(=O)CSc2nn3c(=O)c(C(C)(C)C)nnc3s2)c(C)n1C1CC1	-1	-14%	-24%	?	-1	?
CCOC(=O)c1nnn(CC(=O)NC(=O)Nc2ccccc2)c1C(=O)OCC	8	2%	17%	?	-21	12%
CC(=O)N/C(=N\OCc1ccccc1Cl)c1nonc1NC(C)=O	1	5%	7%	?	-8	30%[activator]
Cc1ccc(NC(=O)CC2CS(=O)(=O)CC2CC(=O)Nc2ccc(C)c(C)c2)cc1C (stereo unspecified)	-3	1%	5%	69%[activator]	-5	-1%
CC(=O)C1C(c2ccc(Cl)cc2)c2c(n[nH]c2C)CC1(C)O (stereo unspecified)	10	9%	5%	?	-2	18%
CCc1cccc2c(C(=O)C(NCCOC)c3ccccc3)c[nH]c12 (stereo unspecified)	8	-3%	-23%	-4%	3	-19%
Cc1ccc(OC(=O)CCN2C(=O)c3ccccc3C2=O)cc1C	-7	-6%	0%	317%[activator]	-7	18%
O=C(Nc1cccnc1)c1cccc(S(=O)(=O)Nc2cccc(Cl)c2)c1	/	/	?	-18%	/	?
COC(=O)c1ccc(NC(=O)c2cccnc2)cc1	-2	10%	43%[activator]	167%[activator]	/	9%
COc1cc(OC)cc(-c2nnc3n2N=C(c2cc(OC)ccc2OC)CS3)c1	-2	-9%	/	/	-6	/
COC(=O)c1nc(Cl)c(Cl)c(N)c1Cl	3	1%	10µM*	25%	-7	17%
CC1(C)Cc2c(C#N)c(N3CCOCC3)nc(Cc3ccccc3)c2CO1	-7	0%	?	/	-18	?
N#CCc1nn2c(-c3ccccc3)ccnc2c1C#N	-2	-6%	?	-20%	-6	-19%
Cc1ccc(N=C2S/C(=C\c3cn(CC(=O)O)c4ccccc34)C(=O)N2C)cc1	4	5%	?	?	7	27%
Cc1cccc(NC(=S)N(C)C)c1C	-2	-3%	36%	7%	30*	7%
CCN(CC)CCNC(=O)C1c2ccccc2C(=O)N(C)C1c1cn(C)c2ccccc12 (stereo unspecified)	-4	8%	-13%	2.9µM*	-3	-4%
CCOc1ccc(NC(=O)CN(C)C(=O)c2ccc3[nH]c4c(c3c2)CC(C)CC4)cc1OCC (stereo unspecified)	/	/	-15%	-32%	/	0.56µM*

A draw from above in order of length of the SMILES, largest number first:
Structure	Cycloheximide cs	Giardia FBPA inh	Pf growth 48h	Pf growth 96h	Shiga inhibitor	HCV inh
Cc1ccc(NC(=O)CC2CS(=O)(=O)CC2CC(=O)Nc2ccc(C)c(C)c2)cc1C (stereo unspecified)	-3	1%	5%	69%[activator]	-5	-1%
CCN(CC)CCNC(=O)C1c2ccccc2C(=O)N(C)C1c1cn(C)c2ccccc12 (stereo unspecified)	-4	8%	-13%	2.9µM*	-3	-4%
CC(=O)N/C(=N\OCc1ccccc1Cl)c1nonc1NC(C)=O	1	5%	7%	?	-8	30%[activator]

Next structures
Structure	Cycloheximide cs	Giardia FBPA inh	Pf growth 48h	Pf growth 96h	Shiga inhibitor	HCV inh
O=C1NCCCC1C(=O)NCCNC(=O)C(F)(F)F (stereo unspecified)	-1	-3%	4%	16%	-6	12%
CCCn1nnnc1NC(=O)c1cc(Cl)ccc1Cl	8	-12%	-6%	?	-7	25%
N#Cc1cnn(-c2ccccc2)c1NC(=O)CN1CCN(c2ccccc2)CC1	-2	2%	-16%	-15%	12	15%
CNS(=O)(=O)c1cc(Cl)ccc1Sc1ccccc1C(=O)O	1	11%	28%	24%	-4	13%
COC(=O)/C(=N/Nc1cccc(C)c1)N1CCCc2ccccc21	19*	-27%	-57%	0%	43	33%[activator]
COc1ccc(S(=O)(=O)Nc2ccc(C)cc2)cc1OC	-2	19%	7%	?	-11	19%
CC(C)CN(C(=O)COC(=O)CCC(=O)c1ccc(Cl)cc1)c1c(N)n(Cc2ccccc2)c(=O)[nH]c1=O	/	/	?	50%[activator]	/	?
Cc1ccc(-c2csc3ncnc(N4CCN(S(=O)(=O)c5cccs5)CC4)c23)cc1	/	/	6.6µM*	?	/	?
CCC(C)NS(=O)(=O)c1ccc(F)c(C(=O)Nc2c(F)cc(F)cc2Br)c1 (stereo unspecified)	-7	1%	?	0%	-11	-20%
COc1cc(/C=C2\NC(=S)N(C)C2=O)ccc1OCc1cccc(F)c1	-2	3%	8%	-26%	-4	?
COc1ccc(N2C(=O)CCC2(C(N)=O)c2ccccc2)cc1 (stereo unspecified)	-5	0%	-23%[5.75 µM]	20%	19	/
Cc1c(C(=O)N(C)C(C)c2ccccn2)oc2c(F)cccc12 (stereo unspecified)	51*	/	0%	11%	75*	16%
CC(Oc1ccccc1)C(=O)NC1CCSc2ccccc21 (stereo unspecified)	/	/	-25%	-28%	/	12%
Cc1cccc(C)c1NC(=O)COC(=O)c1ccccc1O	0	4%	12%	38%[activator]	-5	6%
COc1cc2nc(C3CCC3)nc(N3CCN(c4ccccn4)CC3)c2cc1OC	-4	-1%	?	?	15	?
COc1ccc(OC)c(C(c2c(O)nc(SC)[nH]c2=O)c2c(O)nc(SC)[nH]c2=O)c1	4	?	0%	0%	-14	-10%
COc1ccc(C(=O)Nc2ccc3ncccc3c2)cc1	12	2%	0%	122%[activator]	-11	0%
O=C(NCc1ccccc1Cl)C1CCN(S(=O)(=O)N2CCCCC2)CC1	3	0%	-6%	/	17	-26%
CCOC(=O)CSC1=C(C#N)C(c2ccco2)C(C(=O)OCc2ccccc2)=C(C)N1 (stereo unspecified)	-3	-14%	-15%	/	3	?
COc1cc2c(cc1OC)C(=S)NC(C)(C)C2	4	-1%	/	?	-14	-34%
O=[N+]([O-])c1ccc(NC2CCN(Cc3ccccc3)CC2)c([N+](=O)[O-])c1	-1	7%	?	-20%	32	-24%
Cc1nn(-c2ccccc2)c(NC(=O)NS(=O)(=O)c2ccc(Cl)cc2)c1C#N	-8	11%	/	/	-4	/
Cc1ccc(N(CC2CO2)S(=O)(=O)c2ccc(C)cc2)cc1 (stereo unspecified)	-1	1%	5%	?	-4	11%
O=C1NC(Cc2ccccc2)c2nc3cc(F)ccc3c(=O)n2-c2ccc(Cl)cc21 (stereo unspecified)	/	/	11%	-2%	/	10%
O=C1OCCC1Sc1nc2ccccc2[nH]1 (stereo unspecified)	-6	-3%	14%	-10%	-8	-12%
CCOc1ccc(N(CC(=O)NC2CCCCC2)C(=O)CSc2nnc(COc3ccccc3)o2)cc1	5	-7%	?	?	12	?
Cc1ccc(NC(=O)C(c2ccccc2)N2CCN(C(=O)c3ccco3)CC2)cc1 (stereo unspecified)	/	/	?	?	/	?
CCc1ccc(C(=O)/C=C/NCc2ccc(F)cc2)cc1	19*	5%	?	?	49	29%
CS(=O)(=O)N(CCc1ccccc1)CC(N)=O	-3	4%	10%	-18%	-10	24%
CCOc1cc(C2C3=C(CCCC3=O)N(CC(=O)O)C3=C2C(=O)CCC3)ccc1OC	-1	-8%	-5%	20%	-9	10%
C=CCNC(=S)N/N=C(\C)c1cccc(NC(C)=O)c1	9	?	9%	4%	-17	-13%
COC(=O)C1CCN(C(=O)c2sc3nc(-c4ccc(F)cc4)cn3c2C)CC1	16*	-3%	-27%	?	37*	-16%&0%
CC(C)(C)S(=O)(=O)c1cnc2c(-c3ccc(Cl)cc3)cnn2c1N	-4	?	28%	68%[activator]	-6	6%
O=C(COC(=O)c1cccs1)NC1CCCC1	20*	6%	8%	?	68	1%
CC1(c2ccc(OC(F)F)cc2)NC(=O)N(CC(=O)Nc2cccc(F)c2)C1=O (stereo unspecified)	-2	-12%	3%	0%	-2	1%
CCOC(=O)C1C(=O)NC(N2CCN(CC)CC2)=NC1c1ccccc1 (stereo unspecified)	4	-7%	16%	15%	-3	16%
COc1cccc(OC)c1C(=O)OCC(=O)NCC(C)C	-3	6%	2%	10%	-12	-6%
COc1ccc(C2C(C(C)=O)=C(C)Nc3ncnn32)cc1OC (stereo unspecified)	-2	6%	-8%	?	-5	2%
CCCNC(=O)c1cc2c(C(F)(F)F)nn(C)c2s1	3	2%	-10%	4%	-13	12%
COC(=O)c1ccccc1NC(=O)CSc1nnc(-c2ccc(OC)cc2)n1C	1	-3%	?	28%	12	3%
COc1ccccc1NS(=O)(=O)c1ccc(C(=O)NCCCn2ccnc2)cc1	/	/	-19%	9%	/	?
Cc1sc2nc(CSCC(=O)Nc3cc(F)ccc3F)[nH]c(=O)c2c1C	/	/	-4%	-1%	/	-25%
COc1cccc(-n2c(SCC(=O)Nc3cc(C)on3)nc3ccccc3c2=O)c1	-3	-1%	?	?	-14	-9%
CN(C)c1ccc(/C=N/NC(=O)CN(c2cccc(Cl)c2)S(C)(=O)=O)cc1Br	-1	4%	13µM*	/	-17	?
OCCN(CCO)Cc1csc2ccccc12	-5	-14%	15%	1%	-9	-2%
Clc1ccc(-c2cnc(Oc3ccccc3)nc2)cc1	74*	2%	218%[activator]	95%[activator]	163*	-5%
NC(=O)CC(NC(=O)Cc1cccc2ccccc12)c1ccc(N2CCN(c3ccccn3)CC2)c([N+](=O)[O-])c1 (stereo unspecified)	6	-7%	-15%	10%	2	6%
COc1cc(/C=C/CN2CCC(CO)(CC3CCCCO3)CC2)ccc1O (stereo unspecified)	0	-5%	-5%	0%	-11	?

Some entries already given, reduced to Giardia FBPA inh, HCV inh and Shiga inhibitor.
Structure | Giardia FBPA inh | HCV inh | Shiga inhibitor
CC1(c2ccc(OC(F)F)cc2)NC(=O)N(CC(=O)Nc2cccc(F)c2)C1=O (stereo unspecified) | -12% | 1% | -2
O=C(COC(=O)c1cccs1)NC1CCCC1 | 6% | 1% | 68

Assay outcomes as filed in PubChem.
